# Caspase-1 inhib = blocks human caspase-1 allosterically or competitively | P29466 | Caspase-1 enzyme, Ac-WEHD-AFC fluorogenic rate | Potency, µM (series often up to 57.5 µM), inactives show at the highest dose activity change, negative = inhibition, actives largely listed as inhibitors | actives 0.03% (n = 75,000);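 note: potency is the fitted concentration of half-maximal effect; plate controls were vehicle for no effect and no substrate for full effect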
# HADH2 inh = HADH2 (human) dehydrogenase inhibition | recombinant HADH2, NADH fluorescence, beta-hydroxybutyryl-CoA | Potency, µM (highest dose often 57.1 µM), without a hit: top-dose activity change, negative = inhibition, hits mostly inhibitors | actives 3.4% (n = 73,000) | AID 886; note: potency is the fitted concentration of half-maximal effect; % is set by controls: 0 for no effect and ±100 for the full control effect; nearly all actives have a fitted effect of over 60% in size; many of its hits are not listed in these tables
# Target sequence (Q99714 whole entry, looked up, one chain of several): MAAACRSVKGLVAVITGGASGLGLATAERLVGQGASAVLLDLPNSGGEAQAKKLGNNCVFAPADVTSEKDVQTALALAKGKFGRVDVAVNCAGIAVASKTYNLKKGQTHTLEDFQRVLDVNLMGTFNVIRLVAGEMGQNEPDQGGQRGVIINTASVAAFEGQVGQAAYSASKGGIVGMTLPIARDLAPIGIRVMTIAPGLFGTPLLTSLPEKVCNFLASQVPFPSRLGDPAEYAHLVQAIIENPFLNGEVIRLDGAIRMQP
#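 Activity measured as NADH fluorescence gain (360/450 nm), taken as the change between first and last reads of a 4-min kinetic run. Conditions: pH 9.0 Tris buffer, 20 nM E. coli-expressed His-tagged enzyme, 1 mM NAD+, 90 uM beta-hydroxybutyryl-CoA; 15-min compound preincubation.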
# ERK AVP inh = inhibitors of vasopressin-stimulated ERK signaling pathway. HEK293-V1b, vasopressin-stimulated pERK AlphaScreen. Potency, µM (highest dose often 57.5 µM), for the others: at the highest dose activity, negative = inhibition, most hits filed as inhibitors. actives 0.99% (n = 72,000). AID 995; note: potency is the fitted concentration of half-maximal effect; % is set by controls: 0 for no effect and ±100 for the full control effect; nearly all actives have a fitted effect of over 55% in size
#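 HEK293 cells stably expressing V1b receptor, seeded overnight in 1% FBS, were treated with compounds for 30 min at 37C, then stimulated 5 min with 25 nM vasopressin; phospho-ERK read by AlphaScreen SureFire after lysis.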
# USP2a inhib = blocks human ubiquitin-specific protease USP2a. USP2a enzymatic assay, qHTS inhibition. Potency, µM (top dose mostly 38.3 µM), for the others: at the highest dose activity change, negative = inhibition, most hits filed as inhibitors. actives 0.1% (n = 60,000). AID 927;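 note: potency is the fitted concentration of half-maximal effect; nearly all actives have a fitted effect of over 60% in size; plate controls were DMSO for no effect and NEM full inhibition control for full effect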
#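 Inhibition is measured in a cell-free coupled assay with 20 nM USP2 core, 20 nM Ub-PLA2 and 20 uM NBD C6-HPC, 2.5 h incubation. Activity normalized to NEM control.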
# Caspase-7 inhib = allosteric or competitive inhibitors of human caspase-7 | P55210 | recombinant caspase-7, Ac-DEVD-AFC fluorescence rate | Potency, µM (top dose mostly 57.5 µM), without a hit: at the top dose activity change, negative = inhibition, usual class: inhibitors | actives 0.02% (n = 75,000) | AID 889; active = well fitted inhibition curve with a large enough effect in the main read-out, with a control signal flat, not every such curve was filed as active; inconclusive = small, poorly fitted or top-dose-only effect, or a change in a side signal; note: potency is the fitted concentration of half-maximal effect; % of control where 0% means no effect
# Tau filament bind = binders of human tau filaments. P10636. recombinant tau filaments, thioflavin S fluorescence, 15 h; filaments grown with octadecylsulfate alongside compound. Potency, µM (series often up to 57.1 µM), without a hit: at the top dose activity change, negative = inhibition. actives 2% (n = 71,000). AID 596;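 note: potency is the fitted concentration of half-maximal effect; % is set by controls: 0 for no effect and ±100 for the full control effect; actives lower thioflavin S fluorescence by blocking filaments or displacing dye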
#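 Quantitative HTS: thioflavine S signal from ODS-induced tau filaments, excited at 450 nm, emission 510 nm. Conditions: 1 uM tau, 30 uM ODS, 15 h at 37 C, pH 7.4.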
# Texas Red fluor = Texas Red region autofluorescence; max dye-equivalent concentration, M; Compound fluorescence, Texas Red channel, 547/618 nm; stronger effect = higher value; actives 0.06% (n = 59,000); in the data active = max dye-equivalent concentration above about 10 nM; inconclusive = between about 1.1 nM and that limit
#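 qHTS profiling of intrinsic compound fluorescence; 100 mM Tris pH 8.0; 15 min RT; ex 547 / em 618 nm; response expressed as Texas Red dye-equivalent concentration from six-point plate standard.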
# Rhodamine autofl = compound fluoresces in the rhodamine spectral region. AID 594. Rhodamine-region fluorescence, 547/598 nm, Tris buffer; stronger effect = higher value. actives 0.05% (n = 59,000). max dye-equivalent concentration, M; in the data active = max dye-equivalent concentration above about 11 nM; inconclusive = between about 1.1 nM and that limit
#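 Intrinsic compound fluorescence, ex 547 / em 598 nm, CCD imager. Tris 100 mM pH 8.0; 15 min RT. Output = rhodamine dye-equivalent concentration at each compound concentration.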
# FLuc inh = firefly luciferase inhibition; purified firefly luciferase, luminescence, 8 min; actives 2.2% (n = 72,000); Potency, µM (titrated, usually from 57.1 µM), inactives show at the highest dose activity change, negative = inhibition, most hits filed as inhibitors; note: potency is the fitted concentration of half-maximal effect; % is set by controls: 0 for no effect and ±100 for the full control effect; nearly all actives have a fitted effect of over 40% in size
# Target sequence (P08659 whole entry, looked up): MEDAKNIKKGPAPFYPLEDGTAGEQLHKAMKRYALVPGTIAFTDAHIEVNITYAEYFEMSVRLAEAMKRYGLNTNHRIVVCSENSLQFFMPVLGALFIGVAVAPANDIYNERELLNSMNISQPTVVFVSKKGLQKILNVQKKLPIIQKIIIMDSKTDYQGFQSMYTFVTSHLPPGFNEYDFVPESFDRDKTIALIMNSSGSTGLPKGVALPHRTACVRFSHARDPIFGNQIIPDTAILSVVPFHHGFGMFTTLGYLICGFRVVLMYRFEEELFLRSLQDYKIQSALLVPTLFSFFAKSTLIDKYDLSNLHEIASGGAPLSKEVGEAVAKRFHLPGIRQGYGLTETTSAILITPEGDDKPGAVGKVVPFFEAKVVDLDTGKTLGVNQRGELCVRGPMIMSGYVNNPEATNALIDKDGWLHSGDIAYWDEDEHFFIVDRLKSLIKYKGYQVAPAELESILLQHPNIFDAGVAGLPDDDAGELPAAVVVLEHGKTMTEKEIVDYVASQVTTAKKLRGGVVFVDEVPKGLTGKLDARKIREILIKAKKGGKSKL
#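 qHTS concentration-response profiling: light output of P. pyralis luciferase with luciferin and 10 uM ATP, imidazole buffer pH 7.2. Read by luminescence after 8-min room-temperature incubation.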
# Fluorescein autfl = fluorescein region autofluorescence | max fluorescein-equivalent concentration, M | actives 0.91% (n = 59,000) | Compound autofluorescence, 480/540 nm, fluorescein-equivalent; stronger effect = higher value; in the data active = max fluorescein-equivalent concentration above about 10 nM; inconclusive = between about 1.1 nM and that limit
#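 Autofluorescence profiling; 100 mM Tris, pH 8.0; incubation 15 min at RT; ex/em 480/540 nm; result as fluorescein-equivalent concentration.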
# HEK293 cAMP cs = raises cAMP in parental HEK293 cells, TSHR agonist counter-screen; parental HEK293 CNG cAMP sensor, membrane potential fluorescence; Potency, µM (top dose mostly 57.1 µM), inactives show at the top dose activation, actives largely listed as activators; actives 2.5% (n = 73,000); note: potency is the fitted concentration of half-maximal effect; % of control where 0% means no effect; nearly all actives have a fitted effect of over 55% in size
#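 Parental HEK 293 cells stably expressing a cAMP-gated CNG channel were loaded with membrane potential dye containing 100 uM RO 20-1724 for 60 min. Compound added for 30 min; depolarization read as fluorescence intensity at 590 nm.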
# An asterisk follows results filed as active; i = inactive; ? = inconclusive; / = no result given; & = joins results of further samples; ! = not active in a repeat; [ ] = remark or other dose. Unless noted, calls come from the whole dose curve; as a rule, active = well fitted curve in the direction sought with a large enough effect; inconclusive = small, poorly fitted or top-dose-only effect, or another doubt; inactive = no such curve, though single readings can be large; an effect the other way counts as inactive or inconclusive.
smiles,Caspase-1 inhib,HADH2 inh,ERK AVP inh,USP2a inhib,Caspase-7 inhib,Tau filament bind,Texas Red fluor,Rhodamine autofl,FLuc inh,Fluorescein autfl,HEK293 cAMP cs
CC(=NC1CCN(Cc2ccccc2)CC1)c1c(O)n(C)c(=O)n(C)c1=O,-3%,?,-5%,-7%,1%,1%,i,i,0%,?,2%
C[C@H](Cc1ccc2c(c1)OC(C(=O)O)(C(=O)O)O2)NC[C@H](O)c1cccc(Cl)c1,2%,0%,-19%,/,-1%,/,/,/,/,/,6%
CC(=O)O[C@H]1C[C@@H](O[C@@H]2[C@H](C)O[C@H](O[C@@H]3[C@H](C)O[C@H](O[C@@H]4CC[C@@]5(C)[C@@H](CC[C@]6(C)[C@]5(C)C[C@H](O)[C@]5(C)[C@@H](C7=CC(=O)OC7)CC[C@@]56O)C4)C[C@@H]3O)C[C@@H]2O)O[C@@H](C)[C@H]1O[C@H]1O[C@@H](CO)[C@@H](O)[C@@H](O)[C@@H]1O,-2%[25.7 µM],4%[25.6 µM],3%[25.7 µM],10%[17.1 µM],3%[25.7 µM],-6%[25.6 µM],?,i,0%[25.5 µM],?,16%[25.6 µM]
CN1CC=C(c2c[nH]c3ccccc23)CC1,-6%,-23%,1%,/,-9%,-10%,/,/,-4%,/,4%
CCCc1[nH]nc2c1C1(C(=O)N(CC(N)=O)c3ccccc31)C(C(=O)OC)=C(N)O2 (stereo unspecified),-1%,3%,-2%,6%,2%,-2%,i,i,6%,i,7%
COc1ccc(CCC(=O)N2CCC3(CC2)OCCO3)cc1,-1%,-9%,0%,1%,1%,8%,i,i,2%,i,3%
CCC(=NCc1ccc(F)cc1)c1c(O)n(C)c(=O)n(C)c1=O,-1%,10%,-21%,-4%,1%,10%,i,i,3%,i,?
COc1cc2c(cc1OC)[C@@]13CCN4CC5=CCO[C@H](CC(=O)O)[C@@H]([C@H]1N2)[C@H]5C[C@H]43,-2%[11.5 µM],1%[11.4 µM],17%[11.5 µM],/,-2%[11.5 µM],12%[11.4 µM],i,i,2%[11.4 µM],?,3%[11.4 µM]
CC[C@]1(C2=NCCN2)Cc2ccccc2O1,-1%&1%,6%&5%,8%&-3%,0%,-3%&0%,?,i,i,2%&-1%,?,?
CCCN1CCC[C@@H]2Cc3nc(N)ncc3C[C@H]21,-2%,-10%,4%,0%,0%,0%,i,i,-1%,?,-3%
CCC(=NCCO)c1c(O)n(-c2ccccc2)c(=O)[nH]c1=O,-2%,7%,-6%,-1%,0%,-4%,?,i,0%,i,3%
CCOC(=O)c1ccccc1C(=O)OCC,1%&-3%,-14%&-7%,-5%&-9%,/,2%&0%,13%&8%,/,/,/,/,?
O=C1CN=C(c2cccs2)c2c(sc3c2CCCC3)N1,-2%,6%,19%,6.3µM*,-1%,-8%,i,i,1%,?,?
c1ccc(N2CC[C@@]3(CCCNC3)C2)cc1,-2%,8%,-18%,131%[activator],0%,-21%,i,i,-1%[11.4 µM],i,9%
Cc1ncsc1CCCl,-3%,5%,4%,/,1%,?,/,/,1%,/,0%
Cc1ncc(CNC(=O)N(CCCl)N=O)c(N)n1,-9%&-3%,8%,-20%&5%,-1%&0%,-1%&0%,9%,?,i,-8%,?,4%
O=C(O)Cc1cnc[nH]1,-1%,13%,11%,-2%,0%,11%,?,i,0%,?,?
C1CNC2NCCNC2N1 (stereo unspecified),0%,7%,11%,23%,0%,5%,i,i,0%,?,17%
CCC#N,0%,-8%,8%,/,-1%,6%,/,/,/,/,24%
O=C(COc1ccccc1)N1CCN(CC(O)COc2ccccc2)CC1 (stereo unspecified),-1%,17%,-7%,1%,5%,2%,i,i,-3%,i,13%
O=C1C2(Cl)C3(Cl)C4(Cl)C(Cl)(Cl)C5(Cl)C3(Cl)C1(Cl)C5(Cl)C24Cl (stereo unspecified),-4%&-7%,6%&-11%,-2%&-10%,/,-4%&-21%,16µM*!,/,/,/,/,-10%&2%
O=C(O)c1ccc(C(=O)O)cc1,-2%,4%,7%,/,-1%,-9%,/,/,/,/,21%
O=P(N[C@@H](c1ccccc1)[C@@H]1C[C@H]1CO)(c1ccccc1)c1ccccc1,-1%,6%,-15%,/,-1%,14%,/,/,/,/,17%
O=C1C2CCCN2C(c2ccc(Cl)cc2)N1c1ccccn1 (stereo unspecified),-1%,4%,13%,3%,1%,2%,i,i,2%,i,2%
CN1CCc2cc3c(cc2[C@@H]1[C@@H]1OC(=O)c2c1ccc1c2OCO1)OCO3,-2%[25.7 µM],-2%[25.6 µM],3%[25.7 µM],-4%[17.1 µM],0%[25.7 µM],6%[25.6 µM],i,i,5%[25.5 µM],?,13%[25.6 µM]
CCCC/C(C)=C/[C@@H](NP(=O)(c1ccccc1)c1ccccc1)c1ccccc1,-5%,11%,-26%,/,-5%,128%,/,/,/,/,16µM*
c1csc(CN2CC[C@@]3(CCCNC3)C2)n1,-10%,6%,27%,12%,4%,2%,i,i,1%[11.4 µM],i,17%
Cc1ccc2c(c1)N(CCC(=O)N1CCC3(CC1)OCCO3)C(=O)C(C)O2 (stereo unspecified),0%,0%,27%,-1%,2%,-3%,i,i,-4%,i,4%
CCC(=NCCO)c1c(O)n(C2CCCCC2)c(=O)[nH]c1=O,0%,-1%,-10%,-6%,-1%,-13%,i,i,3%,i,13%
O=C(O)C(Br)CBr (stereo unspecified),-1%,-11%,19%,/,-1%,-28%,/,/,/,/,-16%
CCCCOC(=O)C1=C(N)OC2=C(C(=O)CCC2)[C@]12C(=O)Nc1ccccc12,-1%,-11%,-12%,6%,2%,5%,i,i,3%,i,0%
C=CC(=O)NCNC(=O)C=C,-2%,-12%,17%,/,0%,10%,/,/,/,/,-9%
CCOc1cccc(N2C(=O)CC(=O)NC2=O)c1,-1%,?,30%,1%,-2%,7%,i,i,3%,?,4%
CC(C)CC(C)Nc1ccc(Nc2ccccc2)cc1 (stereo unspecified),-10%,?,?,/,-7%,16µM*,/,/,/,/,-11%
C=CCN1CC[C@]23c4c5ccc(O)c4O[C@H]2/C(=N/NC(=O)c2ccccc2)CC[C@@]3(O)[C@H]1C5,3%,-5%,8%,/,0%,/,/,/,/,/,-2%
COc1ccc(CN2CCN(Cc3ccccc3)CC2)c(OC)c1,4%,-5%,-21%,-5%,-3%,-4%,i,i,2%,i,20%
Clc1ccc(CS[C@@H](Cn2ccnc2)c2ccc(Cl)cc2Cl)cc1,/,5%[25.6 µM],-9%[25.7 µM],30%[activator][17.1 µM],-2%[25.7 µM],33%[25.6 µM],i,i,-1%[25.5 µM],?,14%[25.6 µM]
CCCCCCCCCc1ccc(O)cc1,-5%,?,19%,-18%,-5%,14%,/,/,/,/,27%
CC(=NCc1cccnc1)c1c(O)n(C2CCCCC2)c(=O)[nH]c1=O,0%,9%,27%,15%,-1%,-18%,i,i,2%,i,4%
Cc1cc[c]([Sb]2[O][C@H]([C@H](O)[C@H](O)C(=O)O)[C@@H](CO)[O]2)cc1,-1%[11.5 µM],8%[11.4 µM],-3%[11.5 µM],/,-3%[11.5 µM],4%[11.4 µM],i,i,3%[11.4 µM],i,1%[11.4 µM]
Cn1c(O)c(C=NC2CC(C)(C)NC(C)(C)C2)c(=O)n(C)c1=O,-2%,-4%,?,-2%,-1%,11%,/,/,0%,/,0%
C=CCn1c(O)c(C(C)=Nc2cc(OC)ccc2OC)c(=O)[nH]c1=O,-1%,5%,23%,-2%,0%,-10%,?,i,1%,i,10%
COc1cccc(-n2c(CNC(=O)OC(C)(C)C)n[nH]c2=S)c1,-1%,?,-28%,1%,-1%,-4%,i,i,0%,i,8%

# Exported as labelled records: part of the list above
O=C1C2(Cl)C3(Cl)C4(Cl)C(Cl)(Cl)C5(Cl)C3(Cl)C1(Cl)C5(Cl)C24Cl (stereo unspecified)
  Caspase-1 inhib: -4%&-7%; HADH2 inh: 6%&-11%; ERK AVP inh: -2%&-10%; USP2a inhib: /; Caspase-7 inhib: -4%&-21%; Tau filament bind: 16µM*!; Texas Red fluor: /; Rhodamine autofl: /; FLuc inh: /; Fluorescein autfl: /; HEK293 cAMP cs: -10%&2%

O=C(O)c1ccc(C(=O)O)cc1
  Caspase-1 inhib: -2%; HADH2 inh: 4%; ERK AVP inh: 7%; USP2a inhib: /; Caspase-7 inhib: -1%; Tau filament bind: -9%; Texas Red fluor: /; Rhodamine autofl: /; FLuc inh: /; Fluorescein autfl: /; HEK293 cAMP cs: 21%

O=P(N[C@@H](c1ccccc1)[C@@H]1C[C@H]1CO)(c1ccccc1)c1ccccc1
  Caspase-1 inhib: -1%; HADH2 inh: 6%; ERK AVP inh: -15%; USP2a inhib: /; Caspase-7 inhib: -1%; Tau filament bind: 14%; Texas Red fluor: /; Rhodamine autofl: /; FLuc inh: /; Fluorescein autfl: /; HEK293 cAMP cs: 17%

# These rows are one share of the data; rates above refer to the full screens.
